CCT modulator – High-Throughput Screening for Modulators of Cytosolic Chaperonin Activity; hit rate 0.3% among 360,000; activity change, % (concentration not given with the values), hits read low; purified chaperonin ATPase assay, HTRF ADP detection, 30 min; in the data active = activity change below about -30%; note: % is set by controls: 0 for no effect and ±100 for the full control effect
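TRiC at 40 or 20 nM final (batch-dependent) in 30 mM Tris pH 7.4, 100 mM KCl, 5 mM MgCl2, 1 mM DTT, with compound at single 76 uM and 10 uM ATP, 30 min at 37 deg C. ADP detected by HTRF Transcreener, 665/615 ratio.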
TGFb inhibitor – qHTS for Inhibitors of TGF-b | AID 588855, 2011 | hit rate 1.2% among 410,000 | HepG2 CAGA-GFP TGF-b/SMAD3 reporter, GFP fluorescence, 18 h; TGF-beta stimulated, 500 pg/mL final | Potency, µM (doses to about 46.1 µM), without a hit: at the highest dose activity, negative = inhibition, hits mostly inhibitors; note: potency is the fitted concentration of half-maximal effect; % is set by controls: 0 for no effect and ±100 for the full control effect; nearly all actives have a fitted effect of over 65% in size
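Using HEPG2 CAGA-GFP reporter cells at 1000 cells/well, we pinned test compounds, stimulated with recombinant TGF-beta (500 pg/mL final) and measured total well GFP after 18 h.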
A549 tox – Nrf2 qHTS screen for inhibitors: counterscreen for cytotoxicity; Potency, µM (doses to about 46 µM), for inactives: at the top dose activity change, negative = cytotoxicity, usual class: inhibitors; hit rate 0.16% among 390,000; AID 504648, 2011; A549 ARE-Fluc cells, CellTiter-Fluor viability, 18-24 h; note: potency is the fitted concentration of half-maximal effect; % is set by controls: 0 for no effect and ±100 for the full control effect
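A549 ARE-Fluc cells in 5% FBS OPTI-MEM, 5000 cells/well, rested 2 h then exposed to compounds in concentration-response for 18-24 h at 37 °C. Viability by CellTiter-Fluor fluorescence (Ex 405/Em 525) after 30 min; luciferase luminescence (BugLite, 15 min, RT) read afterwards.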
Nrf2 inh – Nrf2 qHTS screen for inhibitors; A549 ARE-Fluc reporter, luciferase luminescence, 18-24 h; Potency, µM (doses to about 46 µM), for the others: at the top dose activity change, negative = inhibition, usual class: inhibitors; hit rate 2.1% among 360,000; note: potency is the fitted concentration of half-maximal effect; % is set by controls: 0 for no effect and ±100 for the full control effect; nearly all actives have a fitted effect of over 60% in size
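A549 ARE_Fluc cells (5000/well, 5% FBS OPTI-MEM) pre-incubated 2 h, then treated with compounds 18-24 h at 37C/5% CO2 in concentration-response. CellTiter-Fluor viability read first; BugLite luciferase luminescence after 15 min at room temperature gives Nrf2 activity.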
Abeta yeast res – qHTS for compounds that reverse cellular toxicity of Amyloid beta (A-beta) peptide in yeast: Primary Screen; AID 1347071, 2019; Potency, µM (titrated, usually from 46.1 µM), without a hit: at the highest dose growth rescue, most hits filed as activators; yeast expressing A-beta42, growth rescue, OD600, 48 h; response scale: 0% DMSO, 100% iron-clioquinol control; hit rate 0.063% among 410,000; note: potency is the fitted concentration of half-maximal effect; nearly all actives have a fitted effect of over 55% in size
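Growth rescue measured by 600 nm absorbance after 48 h yeast culture at 30 C with compound. Values normalized between DMSO and an equimolar ferric chloride plus clioquinol control.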
Akt phos inh – HTS Assay for Inhibitors of Akt Phophorylation: Primary Screen | activity change, % for hits at 50 µM | Neuro2A IGF-stimulated pAkt S473 HTRF, 20 min; active compounds read low | AID 651550, 2012 | hit rate 0.32% among 360,000; in the data active = activity change below about -80%; inconclusive = mostly about -51% to -80%; note: % is set by controls: 0 for no effect and ±100 for the full control effect
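Neuro2A cells in DMEM with 0.5% FBS, overnight at 37 deg C, given compound at single 50 µM final, then IGF (6 nM final) for 20 min at 37 deg C. Lysed; phospho-Akt Ser473 by HTRF after 24 h, 665/615 ratio.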
MmCpn inh – Inhibitors of TCP-1 ring complex (TRiC) of Methanococcus maripaludis (MmCpn): qHTS; purified Mm-Cpn ATPase, ADP Transcreener TR-FRET; Potency, µM (series often up to 76.9 µM), without a hit: at the highest dose activity, negative = inhibition, actives largely listed as inhibitors; hit rate 0.031% among 330,000; AID 504842, 2011; note: potency is the fitted concentration of half-maximal effect; % is set by controls: 0 for no effect and ±100 for the full control effect; nearly all actives have a fitted effect of over 80% in size
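Eu-cryptate anti-ADP/ADP-d2 competition gives a ratio inversely related to ADP. Enzyme at 25 nM was pre-exposed to compound for 10 min, then given 10 uM ATP for 30 min, 37°C throughout.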
HepG2 tox – qHTS for Inhibitors of TGF-b: Cytotox Counterscreen; Potency, µM (series often up to 46.1 µM), inactives show at the highest dose activity change, negative = cytotoxicity, hits mostly cytotoxic; HepG2 CAGA-GFP viability, ATP luminescence, 18 h; AID 588856, 2011; hit rate 0.76% among 410,000; note: potency is the fitted concentration of half-maximal effect; some results filed as inactive show a strong effect at the top dose
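CellTiter-Glo luminescence gave cytotoxicity after 18 hours at 37 degrees C. The cells were HepG2 CAGA-GFP in 1% FBS DMEM, stimulated with 500 pg/mL TGF-beta after compound addition. %Activity was normalised to no-cell wells (complete cell-killing) and DMSO (no toxicity), and curves were fitted and classified.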
Nrf2 ARE act – qHTS of Nrf2 Activators | AREc32 ARE-luciferase reporter (MCF7-derived line), luminescence, 24 h | Potency, µM (doses to about 46.1 µM), for inactives: at the top dose activation, usual class: activators | hit rate 0.31% among 410,000; note: potency is the fitted concentration of half-maximal effect; % of control where 0% means no effect; nearly all actives have a fitted effect of over 65% in size
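ARE-driven firefly luciferase activity in AREc32 cells measured after a 24 hr compound exposure at 37 deg C, using Steady-Glo reagent and a 30 min room-temperature hold.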
Numbers without * were called inactive; i = inactive; ? = inconclusive; / = not tested or not shown. Unless noted, calls come from the whole dose curve; as a rule, active = well fitted curve in the direction sought with a large enough effect; inconclusive = small, poorly fitted or top-dose-only effect, or another doubt; inactive = no such curve, though single readings can be large; an effect the other way counts as inactive or inconclusive.

1	Cc1noc(C)c1S(=O)(=O)N(CC(=O)Nc1ccc2c(c1)OCCO2)c1ccc(C(C)C)cc1
2	CCN(CCn1cccn1)C(=O)CCc1nnc(-c2ccc3c(c2)OCO3)o1
3	CCOC(=O)N1CCN(C(=O)c2ccc3c(=O)n(Cc4ccc(OC)cc4)c(=S)[nH]c3c2)CC1
4	Cc1ccccc1NC(=O)N(CCc1nc2ccccc2[nH]1)Cc1ccccc1
5	CCOc1ccc(NC(=O)CCNS(=O)(=O)c2ccc3c(c2)CC(C)N3C(C)=O)cc1 (centres undefined)
6	CN(Cc1nc2ccc(Cl)cc2[nH]1)Cc1nc(-c2cnccn2)no1
7	COC(=O)C1NN=C(C(=O)c2ccccc2)C1c1ccccc1 (centres undefined)
8	Cc1ccc(C)c(-c2nnc(NC(=O)Cc3ccccc3)o2)c1
9	O=C(CCSc1nccn1Cc1ccccc1)N1CCOCC1
10	Cc1cc2cccc(C)c2nc1SCC(=O)N(C)c1nc(-c2ccccc2)cs1
compound no.	1	2	3	4	5	6	7	8	9	10
CCT modulator	-2.9	-0.5	-0.8	0.1	0.7	-2.2	-1.8	2.2	-3.5	-3.4
A549 tox	-4.9%	0.2%	-18.4%	-2.4%	-2.1%	2.1%	-4.7%	0.0%	-1.2%	?
Abeta yeast res	-1.2%	0.0%	-4.9%	2.5%	22.4%	0.6%	6.9%	1.8%	5.8%	-14.1%
Nrf2 ARE act	0.5%	-0.5%	-0.7%	0.5%	0.0%	-0.8%	3.3%	-0.5%	0.0%	-0.8%
MmCpn inh	0.3%	?	1.1%	1.5%	0.2%	-0.4%	-1.0%	1.0%	0.2%	0.4%
TGFb inhibitor	?	-15.0%	-10.3%	-4.8%	14.1%	8.9%	-2.7%	?	9.6%	-9.6%
HepG2 tox	-7.6%	4.8%	-32.9%	-12.2%	-5.9%	-1.8%	1.6%	11.8%	1.6%	-6.4%
Akt phos inh	i	i	i	i	i	i	i	i	i	i
Nrf2 inh	?	?	?	-5.8%	9.5%	-24.7%	12.5%	13.5%	?	-2.0%

11	CCC(CO)NCc1ccc(OCC(=O)Nc2cccc(C(F)(F)F)c2)c(OC)c1 (centres undefined)
12	COc1cccc(C(=O)CN2CCN(S(=O)(=O)c3cccc([N+](=O)[O-])c3)CC2)c1
13	CCS(=O)(=O)c1ccc(O)c(NC(=O)c2cc(-c3ccccn3)nc3ccccc23)c1
14	CC(=O)c1ccc(N2CCN(C(=O)CCCCn3c(=O)[nH]c4ccccc4c3=O)CC2)cc1
15	COc1cc(NC(=O)CCC(=O)N2CCN(S(=O)(=O)c3ccc(C)cc3)CC2)cc(OC)c1
16	CCC1CCCCN1CCCNC(=O)c1c(C)oc2ncn(CC(C)C)c(=O)c12 (centres undefined)
17	Cc1cc(S(=O)(=O)Nc2nc(CN3CCOCC3)nc3sc4c(c23)CCCC4)ccc1F
18	C[C@H]1CN([C@@H](C)CO)C(=O)CCCn2nncc2CO[C@@H]1CN(C)Cc1ccc(Oc2ccccc2)cc1
19	Cc1ccc(CN2CC(C(=O)Nc3ccc4c(C)cc(=O)oc4c3)CC2=O)cc1 (centres undefined)
20	O=C(Nc1cccc2ncccc12)c1ccccc1F
compound no.	11	12	13	14	15	16	17	18	19	20
CCT modulator	-3.2	-1.0	-1.4	/	-3.1	/	1.0	-0.7	1.1	0.2
A549 tox	-5.5%	18.7%	-0.7%	7.3%	12.1%	7.7%	-13.4%	/	1.7%	-8.5%
Abeta yeast res	0.8%	4.9%	-3.4%	-10.1%	-12.0%	-9.7%	1.3%	8.6%	-4.2%	-4.5%
Nrf2 ARE act	2.5%	2.4%	1.1%	-0.1%	0.0%	0.4%	-0.5%	3.2%	0.3%	12.6µM*
MmCpn inh	-0.6%	0.6%	-10.6%	/	/	/	-1.2%	/	-19.5%	0.2%
TGFb inhibitor	-32.7%	-2.5%	6.6%	-6.3%	1.7%	-19.0%	-16.0%	-5.3%	-2.6%	-1.6%
HepG2 tox	-40.7%	2.5%	1.4%	-14.6%	-7.1%	-12.1%	-11.7%	-40.5%	-4.4%	-10.3%
Akt phos inh	i	i	i	/	i	/	i	i	i	i
Nrf2 inh	-13.3%	-10.6%	9.4%	/	3.6%	26.5%	/	/	-26.5%	7.8%

21	COc1ccc(NC(=O)CCS(=O)(=O)c2ccc3c(c2)CCCN3C(C)=O)cc1Cl
22	O=C(c1cc(F)c(F)cc1Cl)N1CCCc2ccccc21
23	CC(=O)NCc1cc(-c2nn(C)c(=O)c3ccccc23)ccc1C
24	COc1cc(Oc2nc(C(F)(F)F)nc3ccccc23)ccc1C=O
25	COc1ccc(CCNC(=O)C2CCCN(C(=O)N(C)C)C2)c(OC)c1 (centres undefined)
26	COc1ccc(-c2nnc(SC(C)C(=O)O)o2)cc1 (centres undefined)
27	Cc1cc(C(=O)N2CCC(Cc3ccccc3)CC2)c(C)o1
28	CCN(CC)C(=O)CSc1nnc(-n2nc(C)cc2C)c2ccccc12
29	COC(=O)c1cc2c(s1)CS(=O)C2 (centres undefined)
30	CN(Cc1ccccc1)C(=O)c1[nH]cnc1C(=O)Nc1ccc(Cl)cc1
compound no.	21	22	23	24	25	26	27	28	29	30
CCT modulator	-5.0	-0.6	2.5	-7.4	-2.1	/	-0.2	-1.8	-1.9	-1.3
A549 tox	12.7%	-14.2%	6.1%	-4.9%	-2.6%	13.2%	-2.8%	-6.4%	2.0%	-3.6%
Abeta yeast res	-6.5%	-2.2%	-1.0%	-9.2%	-3.3%	-13.8%	-19.0%	15.0%	-3.6%	?
Nrf2 ARE act	-0.1%	0.3%	3.0%	3.0%	-0.9%	-1.9%	0.0%	0.2%	0.1%	-4.2%
MmCpn inh	-0.8%	0.1%	1.3%	1.0%	0.2%	/	-0.9%	-13.0%	1.6%	-3.0%
TGFb inhibitor	-18.6%	4.0%	-2.8%	-3.0%	16.8%	-4.7%	0.0%	-20.6%	-11.2%	?
HepG2 tox	-13.7%	1.4%	-0.5%	-11.4%	5.1%	-1.8%	-10.6%	-8.1%	-0.5%	-30.1%
Akt phos inh	i	i	i	i	i	/	i	i	i	i
Nrf2 inh	6.6%	?	2.0%	4.7%	5.6%	11.0%	-13.6%	-18.7%	-13.6%	-19.8%

31	Cc1ccc(NC(=O)c2ccccc2NC(=O)c2cccnc2)cc1
32	COc1cc(Nc2nc(SCc3ccc(Cl)cc3)nc3ccccc23)cc(OC)c1
33	O=C(NCCC1=CCCCC1)C1CC(=O)N(C2CCCCC2)C1 (centres undefined)
34	O=C(Cn1nc(N2CCN(c3ccccc3)CC2)ccc1=O)NCc1ccccc1F
35	CCOC(=O)Cn1nc(C)c(NC(=O)c2ccc([N+](=O)[O-])c(C)c2)c1C
36	COC(=O)c1ccc(-n2nnnc2SCc2ccccc2OC)cc1
37	Cc1ccc2cc3cc(C(=O)N4CCCCC4C)oc3nc2c1 (centres undefined)
38	Cc1ccccc1Nc1nc(N)nc(COC(=O)c2ccc(S(=O)(=O)N(C)C)cc2)n1
39	CC(C)n1c(=O)[nH]c2cc(C(=O)Nc3ccccc3)ccc21
40	Oc1ccc(-c2n[nH]c(=S)n2Cc2ccco2)cc1
41	O=C(O)C1C2C=CC(C2)C1C(=O)NCc1ccccc1 (centres undefined)
compound no.	31	32	33	34	35	36	37	38	39	40	41
CCT modulator	-2.4	/	1.6	/	-1.9	1.0	-1.2	-1.3	-1.1	-3.4	-2.4
A549 tox	-2.4%	-19.4%	18.2%	3.7%	2.7%	-2.2%	-3.5%	-3.0%	-6.8%	-2.3%	0.0%
Abeta yeast res	-2.8%	1.7%	?	-6.2%	9.9%	-0.9%	-29.1%	12.9%	6.2%	-9.9%	5.4%
Nrf2 ARE act	-0.5%	8.0%	-0.1%	0.5%	0.3%	-0.2%	-0.2%	2.1%	4.4%	0.1%	0.3%
MmCpn inh	2.2%	/	-0.5%	/	?	-27.2%	-0.6%	-0.6%	0.5%	-3.3%	?
TGFb inhibitor	13.5%	?	2.82µM*	-24.6%	0.4%	4.4%	-20.1%	3.6%	-4.8%	21.9%	3.3%
HepG2 tox	-9.3%	-27.8%	4.5%	-17.6%	0.3%	-22.4%	-18.0%	10.3%	11.6%	3.7%	-3.2%
Akt phos inh	i	/	i	/	i	i	i	i	i	i	i
Nrf2 inh	-29.2%	/	7.7%	-20.3%	-5.7%	-7.0%	?	23.6%	?	/	-10.9%

Profiles as entered above. Values in the order: CCT modulator	A549 tox	Abeta yeast res	Nrf2 ARE act	MmCpn inh	TGFb inhibitor	HepG2 tox	Akt phos inh	Nrf2 inh
O=C(Cn1nc(N2CCN(c3ccccc3)CC2)ccc1=O)NCc1ccccc1F as listed: /	3.7%	-6.2%	0.5%	/	-24.6%	-17.6%	/	-20.3%
COC(=O)c1ccc(-n2nnnc2SCc2ccccc2OC)cc1 as listed: 1.0	-2.2%	-0.9%	-0.2%	-27.2%	4.4%	-22.4%	i	-7.0%
Cc1ccc(NC(=O)c2ccccc2NC(=O)c2cccnc2)cc1 as listed: -2.4	-2.4%	-2.8%	-0.5%	2.2%	13.5%	-9.3%	i	-29.2%

Screening results deposited in PubChem BioAssay by National Center for Advancing Translational Sciences (NCATS).
